# HIF-2a block = HIF-2a inhibition; inhibition, % at 18.8 µM; AID 624352; 0.72% of 360,000 active; 786-0 RCC cells HIF-2a reporter, luciferase luminescence, overnight;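 active = inhibition of the luminescence signal of 40% or more relative to plate controls, in a single-dose primary screen at 18.75 µM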
# MITF TRPM1 inh = reduces MITF-dependent TRPM1 promoter luciferase signal; inhibition, % at 12.5 µM; SK-MEL-5 TRPM1 promoter luciferase, 24 h; AID 488899; 0.83% of 330,000 active;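 active = mean inhibition across replicates of 60% or more, whatever share of single replicates reaches that level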; also: values of inactives mirror those of a sister screen read the other way
# Peg3 prom inh = inhibitors of Peg3 promoter; 1.7% of 360,000 active; inhibition, % at 20 µM; AID 588405; HeLa PEG-Prom luciferase reporter, luminescence, overnight;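 active = inhibition of at least 50% at 20 µM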
# Shn3 inh set2 = Schnurri-3 reporter inhibition in Clone20 osteoblasts | Clone20 osteoblast Shn3 3'UTR firefly luciferase, 24 h | 0.52% of 360,000 active | inhibition, % at 12.5 µM;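 active = mean inhibition of at least 75% with every replicate also reaching 75%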;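 also: 0% = median of neutral control wells and 100% = pilot-screen positive control compound; some compounds past the cut are filed as inactive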
# NR2E3 ag-1 = NR2E3 (human) agonism; Q9Y5X4; GST-NR2E3/biotin-RetCOR TR-FRET, 1536-well; inhibition of corepressor binding, % at 4.78 µM; 0.12% of 320,000 active; AID 2300;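 active = percent inhibition above the cutoff of mean plus 3 SD of all tested compounds, set per screening campaign, cut at about 20% in these data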;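 also: 0% = DMSO wells and 100% = biotin wells as full block of FRET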
# Target sequence (Q9Y5X4 whole entry, looked up): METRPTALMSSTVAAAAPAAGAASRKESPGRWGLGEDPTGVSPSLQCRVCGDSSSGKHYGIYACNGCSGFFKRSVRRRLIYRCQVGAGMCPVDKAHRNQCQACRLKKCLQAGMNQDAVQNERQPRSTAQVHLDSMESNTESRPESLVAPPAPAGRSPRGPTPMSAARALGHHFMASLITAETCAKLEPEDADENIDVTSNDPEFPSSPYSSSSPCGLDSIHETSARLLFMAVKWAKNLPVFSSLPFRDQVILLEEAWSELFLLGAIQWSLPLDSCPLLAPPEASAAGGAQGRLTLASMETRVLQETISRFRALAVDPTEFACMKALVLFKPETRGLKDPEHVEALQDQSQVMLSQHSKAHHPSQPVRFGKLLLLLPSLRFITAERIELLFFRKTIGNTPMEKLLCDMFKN
#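 Material: NR2E3–RetCOR corepressor complex | Quantity: 1.35 nM GST-tagged NR2E3 final | Schedule: 5 h at 4 °C | Replication: Singlicate compound wells | Reagent: RetCOR corepressor, biotinylated, 7 nM | Controls: Biotin wells as high control, 0.6% DMSO wells as low control | Signal: TR-FRET, Eu(K)-anti-GST donor, streptavidin-D2 acceptor, ex 340, em 617/671 nm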
# KKLEB cytotox = counter-screen for CF NF-kB inhibitors: cytotoxicity; KKLEB CF airway cells viability, ATPlite luminescence, overnight; hits give low values; cells stimulated with P. aeruginosa culture filtrate; activity change (cytotoxicity), % at 5 µM; 0.36% of 360,000 active; AID 602141;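 active = corrected activity change at or below -50% at 5 µM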
# C8 TRAIL sens = sensitizes caspase-8 expressing cells to TRAIL; inhibition (viability loss, TRAIL sensitization), % at 10 µM; 1% of 360,000 active; NB7+C8 cells + TRAIL, ATPlite viability luminescence; AID 624354;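 active = compounds causing at least 50% loss of cell viability in the single-dose screen, relative to plate controls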
# CF NFkB inh = cystic fibrosis NF-kB activation inhibition. KKLEB NF-kB-GFP reporter, PAF-induced, GFP fluorescence overnight. inhibition, % at 5 µM. 0.86% of 360,000 active;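 active = at least 50% inhibition at 5 µM, scaled per plate between neutral and stimulator controls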;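 also: PAF is a Pseudomonas aeruginosa culture filtrate used as stimulus; plate controls were PAF-stimulated DMSO wells for no effect and unstimulated DMSO wells for full effect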
# TROY NFkB inh = blocks TROY-dependent signaling in reporter cells. inhibition, % at 10 µM. AID 1347056. 0.98% of 360,000 active. Q293 LMP1-TROYcd NF-kB luciferase reporter, 4 h;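 active = compounds whose plate-normalised and pattern-corrected inhibition of the luciferase reporter signal at the single screening dose is 50% or more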
# NR2E3 ag-2 = agonists of human NR2E3 nuclear receptor; Q9Y5X4; CHO-S Gal4-NCOR/VP16-NR2E3 two-hybrid, luciferase; inhibition of corepressor binding, % at 3.98 µM; 0.35% of 360,000 active; AID 602229;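 active = inhibition above the mean of all tested compounds plus 3 SD, cut at about 70% in these data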;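 also: 0% = DMSO with NR2E3 transfected cells and 100% = cells lacking NR2E3 construct; higher means lower luciferase signal from less NR2E3 corepressor binding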
# TWEAK Fn14 block = blocks TWEAK-Fn14 interaction in a reporter cell assay; TWEAK-stimulated Fn14 reporter cells, luciferase luminescence, 8 h; 2% of 360,000 active; inhibition, % at 10 µM; in the data active = inhibition above about 50%
# Numbers without * were called inactive; nt = not tested or not shown. Some of the compounds tested; count on the stated rates, not on these rows.
cpd	structure	HIF-2a block	NR2E3 ag-1	MITF TRPM1 inh	Peg3 prom inh	NR2E3 ag-2	TROY NFkB inh	KKLEB cytotox	CF NFkB inh	TWEAK Fn14 block	C8 TRAIL sens	Shn3 inh set2
1	COc1ccc(CS(=O)(=O)c2nc(C)cc(C)c2S(C)(=O)=O)cc1	9.7	3.7	-2.0	4.1	-11.1	-6.8	11.8	-3.0	-16.4	-0.1	0.1
2	Cc1cc(C)c(C#N)c(Nc2ccc(F)cc2)n1	2.4	0.4	13.5	12.0	-12.1	5.8	1.4	11.3	1.9	-1.9	-6.8
3	CCOC(=O)c1cc(-c2ccccc2)sc1NC(=O)C(C)OC(=O)c1cccnc1Cl (stereo unspecified)	-45.6	2.8	0.6	2.9	-12.0	0.1	-14.8	29.2	-2.3	2.9	17.2
4	Cc1ccc(NCc2nnc(SCC(=O)O)n2Cc2ccccc2)cc1Cl	13.6	5.0	2.1	12.6	16.3	5.0	3.5	3.8	-30.7	-11.6	-31.8
5	CCOc1ccccc1NC(=O)c1ccc(NC(=O)c2ccco2)cc1	-13.8	-1.1	0.9	-3.8	-5.8	7.9	6.4	1.3	-12.1	-13.9	-8.9
6	O=C(Cc1cccc([N+](=O)[O-])c1)Nc1cccc(C(=O)N2CCCCC2)c1	2.4	nt	9.0	-6.9	11.2	9.5	-19.2	9.1	11.2	-10.9	10.4
7	CCCN(C(=O)CSCc1ccc(C)cc1)c1c(N)n(Cc2ccccc2)c(=O)[nH]c1=O	13.0	nt	nt	13.8	13.8	0.3	-8.7	11.1	4.8	-18.8	-16.3
8	O=C(COC(=O)c1cccc(Cl)c1)Nc1ccc2[nH]c(=O)[nH]c2c1	13.4	6.3	6.1	0.2	0.9	6.7	13.6	-13.9	-1.9	-3.1	0.1
9	CCOC(=O)c1cc(NC(=O)Nc2ccccc2Cl)c(C)nc1C	4.3	1.7	0.2	7.8	40.3	17.4	-1.4	13.2	5.3	-6.7	0.9
10	COc1ccc(Nc2nc(-c3ccc(OC)cc3)c(CCC(=O)O)s2)cc1	-10.3	-1.3	4.1	14.0	-7.9	-20.7	5.1	-20.0	-30.5	-6.1	nt
11	Cc1cc(C)c(C(=O)Nc2ccc3c(c2)OCCO3)c(C)c1	-151.5	nt	nt	-134.0	-99.6	-69.5	-18.3	15.9	-21.1	0.0	-20.3
12	CC(C)N1CCN(C(=O)C2CCC(=O)N(CCc3cccc(F)c3)C2)CC1 (stereo unspecified)	6.1	nt	-3.0	0.7	-28.5	-6.8	8.2	8.2	7.2	-5.7	4.5
13	COCCNC(=O)C1(C)CCCN(C(=O)c2ccc3c(c2)OCO3)C1 (stereo unspecified)	2.7	nt	nt	11.4	16.5	-6.2	-1.5	-22.9	-13.2	-22.9	8.1
14	COc1ccc(NC(=O)c2c(OC)cccc2OC)c(OC)c1	-6.0	-1.8	15.4	6.6	10.9	0.4	11.7	-3.1	-8.2	3.4	-10.5
15	Cc1cc(C)nc(SCc2cc(=O)c(OC(=O)c3ccco3)co2)n1	4.8	-3.6	-3.0	1.5	-22.1	21.0	0.5	-3.2	8.4	18.9	-69.3
16	O=C(Nc1cccc(F)c1)N(Cc1ccc(Cl)cc1)CC(O)C(F)(F)F (stereo unspecified)	-38.8	4.2	0.3	13.2	-1.2	0.9	-4.8	5.4	-5.7	5.1	4.2
17	O=C(CNCc1ccc(Cl)cc1)Nc1cccc(C(=O)O)c1	2.7	nt	2.1	5.6	-14.6	-12.2	3.5	-1.4	-3.4	-5.9	-8.1
18	CCC(C)N(C(=O)COC(=O)/C=C/c1ccc(O)c(OC)c1)C1CCS(=O)(=O)C1 (stereo unspecified)	-13.6	1.3	-1.1	15.4	11.4	-18.8	7.7	14.2	1.2	25.5	30.8
19	COC(=O)C[C@H]1c2ccc(C(F)(F)F)cc2S(=O)(=O)N1Cc1ccccc1	5.0	0.3	0.5	1.5	-2.1	-14.6	-20.4	16.6	-5.8	8.3	-0.9
20	Cc1cc(=S)[nH]c2ccccc12	15.9	0.3	8.6	-4.8	-17.6	9.5	-1.3	8.5	-13.8	-1.4	4.4
21	CC1(C)CC(=O)C(Sc2ccccc2C(=O)O)=C(O)C1	14.2	1.7	-6.3	7.4	-31.2	0.1	2.0	-12.8	-0.4	-5.8	-6.6
22	CCOc1ccc(S(=O)(=O)NCc2ccc3c(c2)OCO3)cc1C(=O)O	9.3	-1.5	16.7	-3.1	1.1	-7.2	5.4	4.9	6.5	5.0	-1.1
23	O=C(O)c1cc2c(s1)-c1ccccc1OC2	0.8	-0.6	-13.8	-4.5	-9.2	3.2	1.0	2.9	-2.9	-14.8	-12.0
24	CC(=O)Nc1sc(N/N=C\c2cccc(Cl)c2)nc1-c1cccs1	-36.1	3.1	-14.9	-73.5	-35.3	-34.6	-1.1	13.7	10.6	17.1	27.5
25	COc1ccc2nc(C)c(C(N)=O)cc2c1	19.5	0.5	-0.5	0.0	-30.7	-10.6	18.2	-2.4	-4.9	-11.4	-4.6
26	COC(=O)[C@]1(Cc2ccccc2)N[C@H](c2ccc(-c3ccc4c(c3)OCO4)cc2)[C@@H]2C(=O)N(C)C(=O)[C@@H]21	-22.4	1.8	7.3	-22.2	7.8	-31.8	-1.2	12.9	-7.6	4.2	3.7
27	O=[N+]([O-])c1ccc(NS(=O)(=O)N2CCOCC2)cc1	10.5	nt	nt	-2.1	-6.8	-1.8	-0.8	4.3	13.8	-6.6	-11.3
28	COCCCNc1ncnc2c1sc1nc(-c3ccco3)c3c(c12)CC(C)(C)OC3	14.9	-0.1	1.1	20.2	16.1	-0.7	-15.7	33.0	9.9	-8.6	-4.1
29	CCOC(=O)c1ccc(NC(=O)CN2C(=O)CSC(C)C2=O)cc1 (stereo unspecified)	4.8	9.6	-23.7	1.4	-39.5	-51.2	-11.5	12.1	-15.2	-1.3	2.0
30	C(=C\c1nc(-c2ccccc2)no1)/c1ccccc1	-162.4	3.9	-40.3	-225.4	-141.5	-41.4	-6.4	1.1	20.4	16.3	-54.0
31	C/C(Cl)=C/CSc1nc2c(c(=O)[nH]c(=O)n2C)n1C(C)C	10.8	3.6	-13.9	0.8	-6.1	2.8	0.0	12.5	-3.0	-18.4	2.4
32	COCCN(C(=O)Cn1nnc2ccccc21)C(C(=O)NC1CCCC1)c1ccc(OC)cc1OC (stereo unspecified)	5.4	2.0	-0.9	4.8	-1.7	-8.1	0.6	10.0	13.7	-17.1	7.9
33	O=C(C[n+]1cc(-c2ccccc2)n2c1CCC2)N1c2ccccc2Sc2ccccc21	-7.4	2.8	17.3	-9.8	-38.4	11.1	5.0	-16.3	8.8	17.7	-1.6
34	Oc1ccc(C2C[C@H]3CC[C@@H]2C3)cc1O (stereo partly specified)	54.9*	-1.2	-16.8	-41.4	-54.1	-5.6	-12.0	18.1	38.8	16.8	53.5
35	COc1ccc(/C=N\NC(=O)C2CCCC2)cc1Br	-162.6	1.1	-61.7	-147.4	-20.4	-26.3	4.0	-2.4	-57.0	12.9	-30.0
36	COc1cc2nc3n(c(=O)c2cc1OC)-c1ncccc1C(=O)NC3Cc1ccccc1 (stereo unspecified)	5.4	nt	nt	1.4	-32.2	-18.9	0.0	-0.6	-38.0	-0.3	-23.2
37	CCOc1ccc(C2C(C(=O)c3cccs3)=C(O)C(=O)N2CCN2CCOCC2)cc1 (stereo unspecified)	-26.2	0.7	4.5	0.8	-29.7	-18.7	1.4	-8.9	3.0	-9.5	-45.7
38	O=C(C1Cc2ccccc2CN1S(=O)(=O)c1cccs1)N1CCCCC1 (stereo unspecified)	-7.1	-1.6	-2.3	4.7	-13.2	-7.7	7.2	-0.2	4.6	4.4	13.6
39	COc1ccc(CNC(=O)C2=CC(c3ccc(OC)cc3)=NS(=O)(=O)N2C)cc1	2.4	2.3	6.3	8.9	18.1	16.2	-14.6	3.5	1.0	7.1	9.8
40	O=C1COc2ccc(C(=O)CSc3nnc(-c4cccs4)n3Cc3ccccc3)cc2N1	11.6	-0.2	-5.5	15.2	-3.2	8.4	-7.1	2.4	11.3	-12.9	11.2
41	COC(=O)c1cc2c(C)c(C)c3ccccn3c-2c1C(=O)OC	-9.9	8.8	8.2	22.1	-46.1	-4.3	6.1	-21.5	-20.3	0.4	18.5
42	COc1ccc(/C=C2\SC(=O)N(CC(=O)NNC(=O)c3ccccc3O)C2=O)cc1OC	20.2	-1.9	-2.1	-6.8	-20.9	-12.3	1.9	9.0	-33.5	-1.2	5.7
43	O=C(c1ccccc1)c1c[nH]c(C(=O)NNc2ccccc2)c1	6.7	-0.3	2.7	21.9	25.7	-12.0	6.4	5.3	-28.4	8.5	10.9
44	O=C(O)C(CCCCN1C(=O)C2C3C=CC(C3)C2C1=O)N1C(=O)C2C3C=CC(C3)C2C1=O (stereo unspecified)	14.1	-0.7	1.1	-12.1	-24.9	-6.3	9.3	-9.7	8.0	-8.0	3.1
45	COc1ccc(-c2cc(-c3n[nH]c(=S)n3-c3ccccc3OC)[nH]n2)cc1	11.0	1.4	-0.2	-6.2	-0.4	1.9	14.1	-2.0	-24.1	-0.5	8.0
46	COc1ccc(C(=O)NC2CCN(CC(=O)Nc3cccc(C)c3)CC2)cc1OC	1.5	-0.3	-1.6	10.6	-17.7	nt	7.8	1.3	-14.3	-12.6	-2.7
47	O=C(O)C(Cc1ccccc1N(CCO)CCO)N1C(=O)c2ccccc2C1=O (stereo unspecified)	3.3	nt	2.5	-2.7	-15.2	5.9	-1.8	5.3	9.8	9.0	9.1
48	O=C(CCc1ccc(S(=O)(=O)NC2CCCCC2)cc1)NCc1cccnc1	14.6	2.8	-0.6	4.9	21.5	11.6	-3.0	23.2	40.4	-0.8	10.2
49	Cc1ccc(CN(Cc2cccnc2)C(=S)Nc2cc(Cl)ccc2C)cc1	5.4	-4.5	1.6	7.0	-22.9	-0.7	-2.2	-6.9	-0.8	2.5	44.1
50	CCOc1ccc2[nH]c(=S)sc2c1	-165.6	nt	nt	-57.0	-39.8	-29.8	-6.2	-6.3	-15.4	1.2	12.5
51	Cc1ccc(S(=O)(=O)CCC(=O)OCc2ccc(Cl)c(Cl)c2)cc1	-5.3	0.1	-0.4	23.2	8.8	7.9	11.6	-18.1	8.1	3.1	15.4
52	CCC12CC1(C(=O)OC)C(=O)N1CCc3c([nH]c4ccccc34)C12 (stereo unspecified)	19.1	nt	nt	10.8	-7.0	62.0*	12.6	-12.1	-28.6	-10.0	8.9
